# Bioassay records: PubChem BioAssay, National Center for Advancing Translational Sciences (NCATS)
# AMA1 RON2 block = inhibitors of Plasmodium falciparum AMA1-RON2 interaction; AlphaScreen AMA1-biotinylated RON2 peptide binding; Potency, µM (highest dose often 58.2 µM), for inactives: top-dose activity change, negative = inhibition, most hits filed as inhibitors; 360,000 tested, 0.2% active; AID 720542; active = well fitted inhibition curve with a large enough effect; inconclusive = small, poorly fitted or top-dose-only effect; inactive = no such curve, though single readings can be large or run the other way;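 also: potency is read from the fitted curve at half-maximal effect; 0% = vehicle wells and -100% = peptide control; nearly all actives have a fitted effect of over 45% in size; some results filed as inactive show a strong effect at the top dose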
#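 AMA1 (3D7) with his tag at 25 nM final met compounds first, then biotinylated RON2 peptide at 25 nM; detection used donor plus acceptor beads, 10 µg/mL apiece, read by AlphaScreen after 30 min at room temperature.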
# HCMV inh = blocks human cytomegalovirus replication; 410,000 tested, 4.5% active; HFF cells, HCMV-luciferase reporter, 72 h; stronger effect = lower value; activity change, negative = inhibition, % at 57.5 µM; AID 1259415; in the data active = activity change below about -60%; inconclusive = no clear call, values can overlap the other calls; inactive = above about -39%
#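 HFF cells seeded 16 h at 37C, treated with compounds, infected with luciferase-reporter HCMV at MOI 1 PFU/cell; luciferase read at 72 h post infection, normalized to buffer-only and Salinomycin controls.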
# Numbers without * were called inactive; ? = inconclusive; [ ] = remark or other dose. Unless noted, % is scaled to controls: 0 for no effect and ±100 for the full control effect. Not all compounds are listed, so the mix of outcomes need not match the whole.
# Order of results: AMA1 RON2 block	HCMV inh
- C[C@@H]1CN([C@H](C)CO)C(=O)CCCn2nncc2CO[C@H]1CN(C)CC1CC1
    -2%	-8
- CC(N)c1csc(Nc2cc(Oc3ccccc3)ncn2)n1 (centres undefined)
    95%[activator]	-8
- CN(C(=O)c1ccc(NC(=O)Cc2cccc(NC(=O)C3CCN(C(=O)C4CCC4)CC3)c2)cc1)C1CC1
    -14%	25
- C#CC1(O)CCC2C3CCC4=CC(=O)CCC4=C3C=CC21C (centres undefined)
    24%	7
- CC1(c2ccccc2)NC(=O)N(CC(=O)NCCN2C(=O)S/C(=C\c3cccnc3)C2=O)C1=O (centres undefined)
    -8%	-9
- Cc1noc(C)c1NC(=O)N(C)C[C@H]1Oc2c(cccc2N(C)C)C(=O)N([C@H](C)CO)C[C@@H]1C
    17%	-7
- CN(Cc1ccccc1)C(=O)[C@@H]1CCCN1C(=O)OC(C)(C)C
    -28%	2
- O=C(NCc1ccco1)c1ccc2sc([C@@H]3O[C@H](CO)[C@@H](O)[C@H]3O)nc2c1
    -3%	-12
- COCCN(C(=O)c1cc(CN2C(=O)c3ccccc3C2=O)ccc1OC)c1c(N)n(CC(C)C)c(=O)[nH]c1=O
    -2%	-7
- COc1ccccc1-c1ccc2c(c1)O[C@@H](CN(C)C(=O)Nc1cccc(F)c1)[C@H](C)CN([C@H](C)CO)S2(=O)=O
    -4%	-4
- CC(=O)Nc1ccc(NC(=O)C2Cc3c(-c4cccc(NC(C)=O)c4)ccnc3O2)cc1 (centres undefined)
    -28%	48
- Nc1cc(N)cc(-c2nc3ccccc3o2)c1
    62%[activator]	141
- COCCNC(=O)c1ccc(N2CC3CC(C2)c2cccc(=O)n2C3)c(NC(=O)c2ccccc2Cl)c1 (centres undefined)
    -1%	-22
- COCCN(C(=O)COC(=O)C(C)(C)Oc1ccc(Cl)cc1)c1c(N)n(Cc2ccccc2)c(=O)[nH]c1=O
    -1%	-19
- CCCCC(=O)N(C)c1c(CC)nc2c(OCc3cccc(Cl)c3)cccn12
    -2%	-8
- COc1ccc(F)cc1-c1cc(C(=O)Nc2ccc(C)c(NS(C)(=O)=O)c2)[nH]n1
    -4%	-28
- CC(C)c1ccc(CN2CCC2(C)C(=O)Nc2cccc(Oc3ccccc3)c2)cc1 (centres undefined)
    4%	-24
- COc1ccc(-c2cc(NC(C)=O)c3ncc(-c4ccc(OC)c(OC)c4)n3c2)cc1OC
    33%[activator]	24
- CC1C(=O)N(Cc2cn(Cc3ccco3)nn2)CCS(=O)(=O)N1Cc1ccc(-c2ccc(F)cc2)cc1 (centres undefined)
    -10%	-3
- CNC(=O)C1(C)Cc2c(-c3ccc(NC(C)=O)cc3)ccnc2O1 (centres undefined)
    -11%	23

# Compounds from the list above that have a halogen:
# Order of results: AMA1 RON2 block	HCMV inh
- COc1ccccc1-c1ccc2c(c1)O[C@@H](CN(C)C(=O)Nc1cccc(F)c1)[C@H](C)CN([C@H](C)CO)S2(=O)=O
    -4%	-4
- COCCNC(=O)c1ccc(N2CC3CC(C2)c2cccc(=O)n2C3)c(NC(=O)c2ccccc2Cl)c1 (centres undefined)
    -1%	-22
- COCCN(C(=O)COC(=O)C(C)(C)Oc1ccc(Cl)cc1)c1c(N)n(Cc2ccccc2)c(=O)[nH]c1=O
    -1%	-19
- CCCCC(=O)N(C)c1c(CC)nc2c(OCc3cccc(Cl)c3)cccn12
    -2%	-8
- COc1ccc(F)cc1-c1cc(C(=O)Nc2ccc(C)c(NS(C)(=O)=O)c2)[nH]n1
    -4%	-28
- CC1C(=O)N(Cc2cn(Cc3ccco3)nn2)CCS(=O)(=O)N1Cc1ccc(-c2ccc(F)cc2)cc1 (centres undefined)
    -10%	-3

# Going on with the list:
# Order of results: AMA1 RON2 block	HCMV inh
- CC1(C(=O)NS(=O)(=O)c2ccc(Cl)cc2)CCN1C(=O)COc1ccc(Cl)cc1 (centres undefined)
    0%	-39
- COC(=O)[C@@]12C[C@@H](CC(=O)NCc3cccs3)C(=O)N(Cc3ccc4c(c3)OCO4)C1=CCC(C)(C)C2
    -23%	13
- COCCNC(=O)C1CCCN(C(=O)c2cc(-c3ccccc3)cs2)CC1 (centres undefined)
    2%	-1
- O=S(=O)(c1cc(Cl)cc(Cl)c1)N1CCC2CC1c1cc(Cl)ccc12 (centres undefined)
    5%	-10
- Nc1ccn([C@@H]2O[C@H](CNCC3=CCOc4ccc(O)cc43)[C@@H](O)[C@H]2O)c(=O)n1
    5%	2
- COc1ccccc1-c1cnc(C(O)c2ccccc2)[nH]1 (centres undefined)
    -12%	13
- COC(=O)[C@H](NCc1ccc(OC)c(B(O)O)c1)C(C)C
    16%	-10
- COc1cc(OC)c2c(c1)O/C(=C\c1ccccc1)C2=O
    -8%	54
- CN1c2ccccc2-c2ccccc2S1(=O)=O
    -1%	10
- Cn1ccc2c(-c3ccc4c(c3)OCCO4)cc3c(c21)C1CCC3C1 (centres undefined)
    ?	?
- O=C(Nc1ccc2nc(C(F)(F)F)[nH]c2c1)[C@@H]1O[C@H](CO)[C@@H](O)[C@H]1O
    -8%	-23
- N#Cc1cc2cc3c(cc2nc1Cl)OCCO3
    15%	33
- CC1(c2cccc(N)c2)OCCO1
    8%	-37
- COC(=O)C[C@@H]1CC[C@@H](NC(C)=O)[C@@H](CO)O1
    1%	58
- CC(C)c1ccc(NC(=O)C2Cc3c(-c4ccc(Cl)cc4)ccnc3O2)cc1 (centres undefined)
    11%	?
- C[C@@H]1CN([C@H](C)CO)C(=O)CCCn2cc(nn2)CO[C@H]1CN(C)S(=O)(=O)c1cccc(F)c1
    2%	-6
- CC(=O)N1Cc2cc(C(=O)NCc3cccc(F)c3)nc(-c3cccc(C4=CCCC4)c3)c2[C@H]1CCO
    6%	-25
- C=CCC[C@@H](CCCCC)OC(=O)/C=C/[C@H](O)[C@@H](O)C[C@@H](O)CC=C
    3%	-16
- CC(=O)NCCNc1nc2cc(-c3ccccc3CO)sc2c(=O)n1C
    3%	-14
- O=P(/C=C1\OCc2ccccc21)(Oc1ccccc1)Oc1ccccc1
    3%	-22
- CC(=O)Nc1ccc(CN(C)c2c(C)nc3ccc(C(=O)N4CCN(C(C)=O)CC4)cn23)cc1
    -4%	18
- O=C(CSc1nc2cccc(F)c2c(=O)n1-c1ccccc1)Nc1ccc2c(c1)CCC2
    1%	-23
- Cc1cc(O)ccc1-c1cc(C(=O)NCc2ccc(F)cc2)[nH]n1
    0%	32
- COc1nc(C)nc(NC(=O)NS(=O)(=O)c2ccccc2Cl)n1
    -10%	43
- Cc1cccc(C)c1NC(=O)CN(C)CCc1ccccc1
    6%	27
- C[C@H]1Cn2cnc(C(=O)N[C@@H](Cc3c[nH]c4ccccc34)C(=O)OC(C)(C)C)c2C(=O)N1
    133%[activator]	16
- COc1cccc(CNc2nc3cc(-c4cccc(Cl)c4)sc3c(=O)n2C)c1OC
    3%	?
- CC(C)CN(C(=O)COC(=O)c1cc(=O)[nH]c2ccccc12)c1c(N)n(Cc2ccccc2)c(=O)[nH]c1=O
    -8%[11.6 µM]	3
- CC(=O)NC(c1cccc(F)c1)c1nc(-c2cc3ccccc3o2)cs1 (centres undefined)
    5%	26
- CCC1NC(=O)c2ccccc2N1c1cccc(Cl)c1 (centres undefined)
    0%	35
- COc1ccccc1NC(=O)Nc1nc(C(N)Cc2ccccc2)cs1 (centres undefined)
    73%[activator]	-21
- O=c1c2ccccc2ncn1-c1cccc([N+](=O)[O-])c1
    0%	2
- CN(C)C(=O)c1cccc(-c2cnc3c(NC=O)cc(-c4cc(F)c(F)c(F)c4)cn23)c1
    2%	14
- O=C1CCCN1CC(O)CS(=O)(=O)Cc1ccc(Cl)cc1 (centres undefined)
    -3%	-18
- O=C(NCc1ccc(F)cc1)C1CCN(S(=O)(=O)c2ccc(N3CCCC3=O)cc2)CC1
    -3%	-20
- N#CCC(=O)N1CCN(Cc2ccc3c(c2)OCO3)CC1
    11%	-22
- CC1(C(=O)NS(=O)(=O)c2ccc(Cl)cc2)CCN1C(=O)CCc1cccs1 (centres undefined)
    -7%	19
- CC1CCN(C(=O)c2ncn3c2c(=O)[nH]c2ccc(Br)cc23)CC1
    0%	-26
- CCCCCCSc1ccc(-c2nc3cnccn3c2NC2CCCCC2)cc1
    4%	29
- O=S1(=O)CCOC[C@H](Cc2ccccc2)N1Cc1ccccc1
    -6%	-19
- CC(C)Oc1cc(F)ccc1-c1cc(C(=O)NCCc2ccncc2)[nH]n1
    5%	-20
- CCOC(=O)C1=CCN(S(=O)(=O)c2ccc(C)cc2)C1c1ccc(Cl)c(Cl)c1 (centres undefined)
    15%	-30
- COCOc1ccc(C=O)c(O)c1
    1%	14
- O=C(COC(=O)Cc1c[nH]c2ccccc12)Nc1cccc(Br)c1
    -8%	11
- COc1ccc(OC)c(C(=O)CSc2nnc(C3CC3)n2C2CC2)c1
    2%	83
- CC1Sc2ccccc2N(Cc2ccc(OC(F)(F)F)cc2)C1=O (centres undefined)
    28%	?
- CCc1nc2c(OCc3ccc(OC)cc3)cccn2c1N(C)C(=O)c1ccc(OC)cc1
    11%	3
- O=c1[nH]c2ccccc2n1C1CCN(C(c2ccccc2)c2nnnn2-c2ccc3c(c2)OCCO3)CC1 (centres undefined)
    -18%	-86*
- CC(=O)NC(c1ccc(F)c(F)c1)c1nc(-c2cccc(C(F)(F)F)c2)cs1 (centres undefined)
    -1%	-13
- CCOC1=CC(=O)OC(c2ccccc2)C1 (centres undefined)
    3%	-4
- CCCCN1C[C@H](C)[C@@H](CC(=O)Nc2ccc(OC)cc2)C1=O
    -2%	-9
- Clc1nc2ccccc2cc1-c1nnn(-c2ccccc2Br)n1
    -1%	46
- Cn1nccc1-c1coc2c(C(=O)N3CCOCC3)cccc12
    -9%	-1
- Cc1cnc(-c2nc3ccccc3n2C(C)C(=O)Nc2c(C)cccc2C)cn1 (centres undefined)
    89%[activator]	12
- CCC(C)c1ccc(O)c(NC(=S)NC(=O)c2cccs2)c1 (centres undefined)
    105%[activator]	-20
- CCC1(c2ccccc2)C(=O)NC(=S)NC1=O
    2%	-9
- O=C1C=CC(=O)N1Cc1cccnc1
    -2%	-3
- COc1ccc(CC(N)c2csc(NC(=O)Nc3cc(OC)ccc3OC)n2)cc1 (centres undefined)
    21%	40
- COc1ccc(S(=O)(=O)N(C)C[C@@H]2Oc3cc(C#CC4CCCCC4)ccc3S(=O)(=O)N([C@@H](C)CO)C[C@@H]2C)cc1
    -11%	-30
- CC(C)(C)c1ccc(CC(=O)N2CCC2(C)C(=O)NS(=O)(=O)c2cccc(OC(F)F)c2)cc1 (centres undefined)
    -6%	-20

# Other structures.
# Order of results: AMA1 RON2 block	HCMV inh
- Cc1ccccc1S(=O)(=O)N1[C@@H](c2cccc(Cl)c2)C(C(=O)OC(C)(C)C)=CC[C@H]1c1ccc(Cl)cc1
    0%	-36
- CC(NC(=O)CN1C(=O)NC2(CCCCC2)C1=O)c1ccc(S(N)(=O)=O)cc1 (centres undefined)
    -21%	14
- Cn1cc(CN2CCC(C(=O)NC(c3ccc(F)cc3)c3ccc4ccccc4n3)CC2)c2ccccc21 (centres undefined)
    -28%	-35
- CN(c1ccccc1)S(=O)(=O)c1ccc(NC(=O)c2ccccc2C(=O)O)cc1
    4%	-18
- COc1ccc(-c2nc3ccc(C)cn3c2CC(C)(C)C)cc1OC
    -20%	5
- CCOC(=O)c1cc2c(=O)n3ccccc3nc2n(Cc2ccc(Cl)cc2)c1=N
    -9%	-32
- NC(c1ccncc1)c1ccc(Cl)cc1 (centres undefined)
    -10%	-1
- C[C@@H]1CN([C@@H](C)CO)C(=O)CCCn2nncc2CO[C@H]1CN(C)Cc1cccnc1
    -6%	3
- COC(=O)C[C@@H]1CC[C@@H](NS(=O)(=O)c2ccccc2OC)[C@@H](CO)O1
    10%	-14
- Cc1cccc(C)c1NC(=O)C(c1ccc(C(F)(F)F)cc1)n1c(=O)c(-c2ccccc2)nc2ccccc21 (centres undefined)
    -1%	-30
- CCCCCCn1c(=O)n2n(c1=O)[C@@H]1CN(S(=O)(=O)c3ccc(C)cc3)C[C@]1(O)[C@@H](OC(=O)NCc1ccccc1)C2
    -11%	-22
- C[C@@H]1CN([C@H](C)CO)C(=O)CCCn2nncc2CO[C@H]1CN(C)C(=O)c1ccncc1
    -4%	7
- C[C@@H](c1ccccc1)N1C[C@@H](COCc2ccccc2)Oc2cc(N3CC[C@H](N(C)C)C3)ccc2S1(=O)=O
    -1%	4
- CC(C)C[C@H]1COc2cccc(N(C)CCO)c2S(=O)(=O)N1
    2%	-5
- CCC/C=C/c1ccc(CN2C(CC(C)C)C(=O)N(Cc3cn(CCOCOC)nn3)CCS2(=O)=O)cc1 (centres undefined)
    11%	6
- CC(C)NC(=O)C1(C)CN(S(C)(=O)=O)CC(=O)N1C1CCN(Cc2ccccc2)CC1 (centres undefined)
    3%	?
- C/C(=N\NC(=O)c1nnn(-c2nonc2N)c1CSc1ccc(C)cc1)c1cccnc1
    15%	-3
- CCc1cccc(CC)c1C(OC(C)=O)c1cccnc1 (centres undefined)
    -8%	-12
- O=C(NNC(=O)c1cccc2ccccc12)c1cccc(Cl)c1
    70%[activator]	-34
- O=C(Nc1cccc(S(=O)(=O)N2CCCCC2)c1)[C@@H]1CCCN1S(=O)(=O)c1ccccc1C(F)(F)F
    0%	-23

# Quoted from the listing.
# In HCMV inh, `CC1(C(=O)NS(=O)(=O)c2ccc(Cl)cc2)CCN1C(=O)COc1ccc(Cl)cc1` (centres undefined) shows -39
# In HCMV inh, `COC(=O)[C@H](NCc1ccc(OC)c(B(O)O)c1)C(C)C` shows -10
